sdo1 growth: restores growth of sdo1-depleted yeast. S. cerevisiae sdo1-depleted JHY4D growth rescue, OD600 30 h; active compounds read high; pdr5 snq2 efflux-pump mutant strain. z-score at 10 µM. 140,000 tested, 0.21% active;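 active means z-score above 3 at both the 24 hr and the 30 hr optical density reads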;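 further: z-score against mean and SD of all compound wells on the same plate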
INS promoter inh: TRM-6 insulin promoter activity inhibition | TRM-6 cells (human fetal islet line), insulin promoter-eGFP reporter, imaging; reporter expression induced with tamoxifen | inhibition, % at 2 µM | 130,000 tested, 0.9% active | AID 1273;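 active means inhibition above the mean plus 3 SD, with well images judged a real hit on visual review, cut at about 60% in these data, passing the limit was not always enough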
sdo1 growth Rescue 24 h: second read-out of sdo1 growth, no call of its own (marks repeat the call); z-score; S. cerevisiae sdo1-depleted JHY4D growth rescue, OD600; measured here: growth rescue at 24 h;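 0 is the plate mean of compound wells and units are plate SD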
* marks the source's active call; other numbers are inactive results; x = no result given; [ ] = dose if it differs, or a comment.

Start of the data: the first three records as a preview:
cpd	sdo1 growth	sdo1 growth Rescue 24 h	SMILES	INS promoter inh
1	-0.68	-0.67	O=S(=O)(c1ccc2c(c1)OCCO2)N1CCC(n2nnc3cc(C(F)(F)F)ccc32)CC1	-17
2	1.1	1.5	COc1ccc(CNC(=O)CCc2nc(-c3ccccc3F)no2)c(OC)c1	-42
3	0.13	0.07	COc1ccc(NC(=O)CCN2C(=O)c3ccc([N+](=O)[O-])cc3C2=O)c(OC)c1	-24

The listing, from the start:
cpd	sdo1 growth	sdo1 growth Rescue 24 h	SMILES	INS promoter inh
1	-0.68	-0.67	O=S(=O)(c1ccc2c(c1)OCCO2)N1CCC(n2nnc3cc(C(F)(F)F)ccc32)CC1	-17
2	1.1	1.5	COc1ccc(CNC(=O)CCc2nc(-c3ccccc3F)no2)c(OC)c1	-42
3	0.13	0.07	COc1ccc(NC(=O)CCN2C(=O)c3ccc([N+](=O)[O-])cc3C2=O)c(OC)c1	-24
4	0.35	-0.22	Cc1cccc(-n2c(=O)[nH]c3c(C(N)=O)nc(CC(C)C)nc32)c1	82*
5	0.94	2.1	Cn1c2c(c(=O)n(C)c1=O)CN(Cc1ccco1)CN2	17
6	-0.52	-0.37	NC(=O)CC[C@H](NC(=O)c1ccc(F)cc1)C(=O)OCC(=O)Nc1c(F)c(F)c(F)c(F)c1F	0
7	0.62	0.45	O=C(NCc1ccccc1F)C1CCCN1C(=O)NCc1ccccc1 (stereo not drawn)	x
8	-0.87	0.32	CCn1c(SCC(=O)Nc2cc(C)c(Cl)cc2OC)nnc1-c1ccco1	-35
9	-1.3[9.3 µM]	-1.4	Cc1cc(C(=O)Cn2nnc(-c3ccc(Cl)cc3)n2)c(C)n1CC1CCCO1 (stereo not drawn)	x
10	x	x	CCCCCCCCCCCCCCCCn1cc[n+](CC(C)=O)c1	-31
11	-0.34	-0.59	CCCCOP(=O)(c1ccc(N(C)C)cc1)C(O)c1cccnc1 (stereo not drawn)	33
12	-0.37	-0.32	Cc1ccc(O)c(NC(=O)c2cccc(S(=O)(=O)N3CCCCC3)c2)c1	-8
13	0.53	0.47	COCCn1nnnc1C(c1ccccc1OC)N1CCN(c2ccccc2F)CC1 (stereo not drawn)	-16
14	0.36	1.7	CC(=O)N1N=C(c2ccc(C)cc2)OC1c1ccc(C(C)C)cc1 (stereo not drawn)	-46
15	-1.1	-0.75	O=C(N/N=C/c1ccc(Cl)cc1)c1sccc1OCc1ccc(F)cc1	x
16	x	x	O=C(C(=O)N1CCN(C(=O)c2ccco2)CC1)c1c[nH]c2ccccc12	47
17	-0.63	-1.3	CN=C1SC(CC(=O)Nc2c(C)cccc2C)C(=O)N1/N=C/c1cccs1 (stereo not drawn)	-32
18	x	x	O=C(CSc1ncn[nH]1)N1N=C(c2ccc(Cl)cc2)CC1c1ccco1 (stereo not drawn)	44
19	-0.34	-1.3	Cc1cc(NC(=O)CNC(=O)C2CCCCC2)no1	x
20	1.4	0.99	OCCCCCNc1ncnc2ccccc12	-8
21	-0.01	-0.54	COC(=O)c1sccc1NC(=O)c1c(-c2ccccc2)noc1C	x
22	0.41	0.28	CCC(c1nnc(SCC(=O)N2CC3(C)CC2CC(C)(C)C3)o1)N(C)C (stereo not drawn)	x
23	-0.78	-0.71	CC(=O)n1c2ccccc2c2c1c1ccccc1n2C	43
24	-1.2	-1.4	Cc1ccc(Nc2nc(N)nc(CN3CCN(Cc4ccc5c(c4)OCO5)CC3)n2)cc1Cl	x
25	-1.1	-0.48	Cc1ccc(-n2c(N)c(-c3nc4ccccc4n3C)sc2=S)cc1	-27
26	1.1	0.72	CCC1=NN(C(=O)c2cccnc2)C(O)(C(F)(F)F)C1 (stereo not drawn)	7
27	0.57	0.13	Cn1c(SCC(=O)c2ccccc2)nnc1-c1cccc(N)c1	64
28	-0.13	-0.04	Cc1nc(SCC(O)CO)c([N+](=O)[O-])[nH]1 (stereo not drawn)	-293
29	-0.27	-0.28	CC(C)NC(=O)c1ccccc1NC(=O)CCS(=O)(=O)Cc1ccccc1	-1
30	1.1	0.69	Nc1nc(NC(=O)c2cccnc2)nn1-c1ccccc1	x
31	-0.09	-0.39	CCOC(=O)c1ccc(NC(=O)CSc2nc3c(c(=O)n2CC)SC(C)C3)cc1 (stereo not drawn)	x
32	0.14	0.02	COc1ccc(N(CC(=O)N/N=C/c2ccc(OC3CSC3)cc2)S(=O)(=O)c2ccccc2)cc1	41
33	1.1	0.69	CCOc1cc(CN2CCOCC2)cc(C(C)=O)c1	0
34	0.59	-1.1	CC(C)(C)n1nc2c(c1NC(=O)c1ccc(Br)o1)CS(=O)C2 (stereo not drawn)	x
35	-2.2	-1.1	Cc1[nH]nc(-c2ccc(O)c(C)c2O)c1Oc1ccccc1	52
36	-1.6	-1.2	Cc1cc(OCCSc2nnc(-c3cccs3)n2C)ccc1Cl	-47
37	0.77	0.47	CC1(C)CC(=O)c2cc(OCC(=O)NCCCN3CCN(c4ccccc4F)CC3)ccc2O1	-73
38	0.76	0.4	COc1ccc(OC)c(N2C(=O)CC(Cc3ccc(C)cc3)C2=O)c1 (stereo not drawn)	-100
39	-0.21	-0.35	CCN1C(=O)/C(=C\N(C)C)NC1=S	10
40	0.8	0.67	O=C(/C=C/c1ccccc1[N+](=O)[O-])NCc1cccnc1	x
41	-0.38	-1.1	CCOc1ccc2c(O)csc2c1	12
42	-0.92	0.98	Cc1ccc(C(=O)Nc2nc(-c3cccnc3)cs2)o1	-31
43	0.17	1.3	Cc1ccc(C(=O)c2cn(-c3ccc(F)c(Cl)c3)nn2)cc1	21
44	-0.37	-0.72	CCCn1c(O)c(CN2CCCCC2)c(C)c(C#N)c1=O	-50
45	-0.28	-0.66	CCn1cc(S(=O)(=O)CC(=O)Nc2cc(C)ccc2C)c2ccccc21	x
46	-0.16	0	COCc1nnc(NS(=O)(=O)c2ccc(Br)cc2)s1	-6
47	0.69	0.85	Cc1ccc(NCc2ccccc2F)cc1	x
48	-0.69	-1.2	Cc1ccc(N2C(N)=C(C#N)C(c3cccnc3)C3=C2CCCC3=O)cc1 (stereo not drawn)	x
49	0.15	-0.72	COc1ccc(C(=O)C[N+]2(C)CCOCC2)cc1	-52
50	-0.15	-0.81	CC(C)C(=O)NC(=S)NCC(=O)c1ccccc1	33
51	0.21	0.31	Cc1ccc(OCC(=O)NC(=S)Nc2cccc(C)n2)cc1	39
52	-0.46	-0.15	CCCOc1ccc(C2c3c(oc4cc(C)c(C)cc4c3=O)C(=O)N2CCCN2CCOCC2)cc1 (stereo not drawn)	x
53	0.06	-0.76	Cc1cc(C(F)(F)F)nc(SCC(=O)Nc2ccccc2)n1	-376
54	-0.68	0.08	O=C(CN1CCN(S(=O)(=O)c2cc(Cl)ccc2Cl)CC1)Nc1ccc2c(c1)OCCO2	x
55	0.59	0.1	Cc1cc(NC(=O)c2cc(C)on2)no1	-38
56	-1	-1.2	O=C1Nc2ccc(F)cc2C12Nc1ccccc1-c1nnc(SCc3ccccc3F)nc1O2 (stereo not drawn)	x
57	0.24	-0.45	Cc1nc2ccccn2c1P(=Nc1ccccc1)(N(C)C)N(C)C	x
58	-1.1	-1.6	CCN(CC)C(=O)COc1ccc(Br)cc1Cl	3
59	x	x	COc1ccc(OCC(=O)Nc2ccccc2C(=O)N2CCOCC2)cc1	-200
60	0.61	1.3	Nc1nonc1-n1nnc(C(=O)O)c1-c1cccs1	17

Structures listed so far that have a nitro group on carbon:
cpd	sdo1 growth	sdo1 growth Rescue 24 h	SMILES	INS promoter inh
3	0.13	0.07	COc1ccc(NC(=O)CCN2C(=O)c3ccc([N+](=O)[O-])cc3C2=O)c(OC)c1	-24
28	-0.13	-0.04	Cc1nc(SCC(O)CO)c([N+](=O)[O-])[nH]1 (stereo not drawn)	-293
40	0.8	0.67	O=C(/C=C/c1ccccc1[N+](=O)[O-])NCc1cccnc1	x

Additional results follow.
cpd	sdo1 growth	sdo1 growth Rescue 24 h	SMILES	INS promoter inh
61	-0.52	0.07	CC(C)CCN(CCC(C)C)C/C(O)=C(\C#N)c1nc(-c2ccccc2)cs1	-30
62	0.24	0.46	O=C(COC(=O)/C=C/c1cccc(C(F)(F)F)c1)NCc1ccc(F)cc1	-33
63	-1.8	-1	COc1ccc(-c2cc(C(F)(F)F)n3nc(C(=O)Nc4cc(C)on4)cc3n2)cc1OC	-18
64	-0.26	-0.59	COc1ccc(-c2cnc3c(c2)CCC3(C#N)C#N)cc1	-10
65	-1.2	-0.76	N#C/C(=C/c1cn(-c2ccccc2)nc1-c1cccc(OCc2ccc(F)cc2)c1)C(=O)NCCCn1ccnc1	-32
66	-1.4	-0.41	COc1ccc2c(Cl)c(C(=O)NCc3ccco3)sc2c1	-23
67	0.45	-0.39	O=C(O)c1ccc(-c2nc3ccccc3[nH]2)cc1	x
68	-1.4	-0.86	CC(=O)NN1C(=O)/C(=C/c2ccc(C(C)C)cc2)SC1=S	9
69	0.48	0.16	COc1cc([N+](=O)[O-])ccc1NC(=O)CN(C)C	-12
70	0.25	1.1	Oc1ccccc1C1=Nc2ncnn2C(c2ccccc2)C1 (stereo not drawn)	-189
71	-1.4	-1.2	CC1CCc2c(nc3ncnn3c2Nc2ccc(OC(F)(F)F)cc2)C1 (stereo not drawn)	50
72	0.51	0.07	CCCC1N2CC3([N+](=O)[O-])CN1CC([N+](=O)[O-])(C2)C3(C)C (stereo not drawn)	x
73	0.03	-0.57	COc1cccc2cc(C(=O)NC(C)C3CCCO3)c(=O)oc12 (stereo not drawn)	25
74	-0.11	-0.13	O=C(CCC(=O)OCc1ccc(C(=O)Oc2ccccc2)cc1)Nc1cccc2ccccc12	14
75	0.99	1	Cc1cc(SCC(=O)NCCN2C(=O)CSC2=O)nc2ccccc12	x
76	0.18	0.18	O=c1oc(Nc2ccc(F)cc2)nc2ccccc12	-18
77	1.8	0.6	Cc1ccc(/C=N/NC(=O)C2CC(=O)N(c3ccccc3)C2)s1 (stereo not drawn)	35
78	x	x	Cc1cc(C)cc(NC(=O)N2CCC(C(=O)c3ccc(F)cc3)CC2)c1	12
79	-0.08	0.29	CCOc1c(Br)cc(/C=N\NC(=O)c2ccccc2)cc1OC	-18
80	0.09	0.1	CC(SCc1ccccc1)C(=O)NC1CCCC1 (stereo not drawn)	-6

Three entries out of the list, sorted by length of the SMILES, rising:
cpd	sdo1 growth	sdo1 growth Rescue 24 h	SMILES	INS promoter inh
70	0.25	1.1	Oc1ccccc1C1=Nc2ncnn2C(c2ccccc2)C1 (stereo not drawn)	-189
75	0.99	1	Cc1cc(SCC(=O)NCCN2C(=O)CSC2=O)nc2ccccc12	x
61	-0.52	0.07	CC(C)CCN(CCC(C)C)C/C(O)=C(\C#N)c1nc(-c2ccccc2)cs1	-30

(cont.)
cpd	sdo1 growth	sdo1 growth Rescue 24 h	SMILES	INS promoter inh
81	-1.4	-1.2	CC1CCCN(C(=O)c2ccc3c(c2NCCO)C(=O)c2ccccc2C3=O)C1 (stereo not drawn)	28
82	-0.51	-0.98	COc1ccc(CNC(=O)CS(=O)Cc2nc(-c3ccc(C)cc3)oc2C)cc1 (stereo not drawn)	x
83	1.4	0.38	O=c1n(-c2cccc(Cl)c2)c(=O)n2n1CCC2	-77
84	x	x	CC(On1nnc2ccccc21)C(=O)N1CCN(Cc2ccccc2)CC1 (stereo not drawn)	36
85	2.1	1.5	C(=Nc1ccc(Nc2ccccc2)cc1)c1ccc2ccccc2c1	64*
86	x	x	CCOC(=O)N1CCN(C(=O)CSc2ccc3nnc(-c4ccccn4)n3n2)CC1	33
87	-0.8	0.73	O=C(c1ccccc1)c1ccc(OCC(O)CN2CCN(Cc3ccccc3)CC2)cc1 (stereo not drawn)	-26
88	x	x	CCS(=O)(=O)N1CCC(C(=O)OCC(=O)c2ccc(Br)cc2)CC1	38
89	x	x	CCOc1ccc(-n2c(SCC(=O)NCc3ccco3)nc3ccccc3c2=O)cc1	33
90	0.76	0.85	CCOC(=O)N1CCN(C(=O)Nc2ccc3oc(C)nc3c2)CC1	-8
91	0.22	-0.23	Cc1cccc2cc(C(c3nnnn3Cc3ccccc3)N3CCN(C)CC3)c(=O)[nH]c12 (stereo not drawn)	x
92	x	x	COc1ccc(NS(=O)(=O)c2ccc(NC(C)=O)cc2)c(OC)c1	-53
93	-0.62	-0.92	COc1cc(SC#N)ccc1N=Cc1c(C)[nH]n(-c2ccc(C)cc2C)c1=O	-9
94	0.24	-0.01	CCCCCNS(=O)(=O)c1cc(C)ccc1OC	31
95	0.08	0.5	Cc1ccnc(NC(=O)c2cccc(NS(=O)(=O)c3ccccc3C)c2)c1	-7
96	-0.23	-1	CCOc1cc(NC(=S)NCc2ccco2)c(OCC)cc1NC(C)=O	-23
97	1	0.47	COc1ccc(NC(=O)C(=O)NCCO)cc1Cl	13
98	-1.5	-1.5	Fc1ccccc1Nc1nc2ccccc2n2nnnc12	x
99	0.74	0.03	Cc1cc(N(CCO)CCO)nc(-n2nc(C)cc2C)n1	13
100	-0.49	-0.18	C=CCN1C(=O)C(O)(CC(=O)c2ccc(-n3cccc3)cc2)c2ccccc21 (stereo not drawn)	-25
101	-0.48	-1.4	Cc1ccccc1C1C2=C(Nc3[nH]n(-c4ccccc4)c(=O)c31)c1ccccc1C2=O (stereo not drawn)	35

Three entries from above, bar-delimited.
nr | canonical_smiles | sdo1 growth | sdo1 growth Rescue 24 h | INS promoter inh
92 | COc1ccc(NS(=O)(=O)c2ccc(NC(C)=O)cc2)c(OC)c1 | x | x | -53
93 | COc1cc(SC#N)ccc1N=Cc1c(C)[nH]n(-c2ccc(C)cc2C)c1=O | -0.62 | -0.92 | -9
94 | CCCCCNS(=O)(=O)c1cc(C)ccc1OC | 0.24 | -0.01 | 31

A portion of the library (hit frequency here may not be typical).
